High-throughput results as filed in PubChem.
procasp7 counter = activates human procaspase-7, counter-screen for procaspase-3 activators; recombinant procaspase-7, Ac-DEVD-pNA absorbance 405 nm; D23A/D198A/D206A triple mutant, cannot self-cleave; scale: DMSO 0, 5 µM enzyme 100; activation, % at 8.5 µM; 330,000 tested, 0.093% active; AID 463210;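 active = percent activation above the screen-wide mean plus 3 SD, cut at about 25% in these data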
Target sequence (P55210 whole entry D23A/D198A/D206A): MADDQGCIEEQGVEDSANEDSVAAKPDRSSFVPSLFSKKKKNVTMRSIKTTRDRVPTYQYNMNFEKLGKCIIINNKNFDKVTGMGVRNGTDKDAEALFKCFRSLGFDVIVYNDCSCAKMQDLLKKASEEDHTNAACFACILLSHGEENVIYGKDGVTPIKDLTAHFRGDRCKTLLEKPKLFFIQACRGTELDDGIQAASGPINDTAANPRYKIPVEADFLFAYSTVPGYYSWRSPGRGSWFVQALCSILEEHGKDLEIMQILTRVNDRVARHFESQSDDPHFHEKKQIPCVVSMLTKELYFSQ
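buffer or medium = Zinc-free HEPES/NaCl buffer, pH 7.4 | material = Procaspase-7 triple mutant (PC-7 D3A) | input = 2 µM procaspase-7 mutant as dispensed | signal = Epi-absorbance of released pNA at 405 nm, two timepoints | timing = 1 h preincubation, 2 h reaction | replicates = singlicate compound testing | evaluation = % activation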
LAP4 TOR yeast = modulators of TOR pathway LAP4-GFP in S. cerevisiae. S. cerevisiae LAP4-GFP multiplex, flow cytometry GFP, 3 h; median GFP as percent of DMSO wells. GFP response vs DMSO, % at 10 µM. 320,000 tested, 0.34% active. AID 2023;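 active = GFP response vs DMSO above a set limit, about the screen mean plus 3 SD, cut at about 150% in these data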
RPL19A-GFP yeast = modulators of TOR pathway RPL19A-GFP in S. cerevisiae. S. cerevisiae RPL19A-GFP strain, flow cytometry, 3 h; hits give low values. percent response vs DMSO, % at 10 µM. 330,000 tested, 0.3% active;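 active = percent response vs DMSO below 50%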;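 also: median channel GFP fluorescence of the barcoded RPL19A-GFP strain; ratio of sample median GFP to plate DMSO average so 100% = DMSO; lower means less RPL19A-GFP as with rapamycin TOR inhibition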
AGP1-GFP MLPCN = modulators of TOR pathway AGP1-GFP in S. cerevisiae; GFP response vs DMSO, % at 10 µM; AID 2066; S. cerevisiae AGP1-GFP multiplex flow cytometry, 3 h; GFP as percent of DMSO wells; 320,000 tested, 0.02% active;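 active = GFP response relative to DMSO above a set limit, near screen average plus 3 SD, cut at about 150% in these data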;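 also: median GFP channel fluorescence of the gated AGP1 strain per well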
MEP2-GFP yeast = yeast TOR pathway MEP2-GFP modulation; S. cerevisiae MEP2-GFP strain, flow cytometry GFP, 3 h; 100% = DMSO control level; GFP response vs DMSO, % at 10 µM; 330,000 tested, 0.51% active;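 active = GFP response versus DMSO above a set limit, roughly screen mean plus 3 SD, cut at about 180% in these data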;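 also: median GFP fluorescence of the barcode-gated MEP2-GFP cells per well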
CIT2-GFP yeast = alters CIT2-GFP fluorescence in TOR pathway yeast screen | S. cerevisiae CIT2-GFP strain, flow cytometry, 3 h; 100 means same as DMSO wells | GFP response vs DMSO, % at 10 µM | 320,000 tested, 0.065% active | AID 2029;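 active = GFP response relative to DMSO above a set limit, near the screen mean plus 3 SD, cut at about 150% in these data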;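 also: ratio of well median GFP fluorescence to mean of DMSO wells on the plate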
AHR act = activators of human aryl hydrocarbon receptor; AHR-responsive luciferase reporter cells, luminescence; activation, % at 5 µM; 320,000 tested, 2.5% active; AID 2796; in the data active = activation above about 47%;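 also: 0% = vehicle wells and 100% = reference agonist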
proCasp3 act = activators of human procaspase-3; P42574; 330,000 tested, 0.11% active; activation, % at 8.5 µM; recombinant procaspase-3 D3A, Ac-DEVD-pNA absorbance 405 nm;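 active = activation above the mean of all tested compounds plus 3 SD, cut at about 21% in these data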;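 also: 0% = DMSO alone and 100% = DMSO wells spiked with extra 5 µM PC-3 D3A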
Target sequence (P42574 whole entry D9A/D28A/D175A): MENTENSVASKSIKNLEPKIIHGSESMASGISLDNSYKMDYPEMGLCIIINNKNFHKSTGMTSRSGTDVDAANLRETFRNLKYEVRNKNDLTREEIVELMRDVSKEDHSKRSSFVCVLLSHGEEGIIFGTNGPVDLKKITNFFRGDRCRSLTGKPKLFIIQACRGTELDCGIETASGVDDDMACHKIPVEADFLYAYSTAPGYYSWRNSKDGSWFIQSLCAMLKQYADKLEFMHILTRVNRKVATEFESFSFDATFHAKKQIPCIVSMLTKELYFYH
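material = Procaspase-3 D3A mutant | probe or stimulus = Ac-DEVD-pNA | compound = single dose, 8.5 µM nominal compound, 0.8% DMSO | timing = 1 h preincubation, 2 h reaction | measured by = 405 nm absorbance of p-nitroaniline, reads at 0 and 120 min | benchmarks = DMSO-only low control, 5 µM PC-3 D3A high control | repeats = singlicate, each compound tested once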
An asterisk follows results filed as active; nt = not tested or not shown; + = active, no number.

SMILES | procasp7 counter | LAP4 TOR yeast | RPL19A-GFP yeast | AGP1-GFP MLPCN | MEP2-GFP yeast | CIT2-GFP yeast | AHR act | proCasp3 act
COc1ccc(-n2c(COc3cccc4ccccc34)nnc2SCC(=O)NCc2ccco2)cc1 | -1 | 110 | 100 | 99 | 100 | 98 | 2 | -1
CCOc1ccc(NC(=O)COC(=O)CC2CC3CCC2C3)cc1 (stereo not drawn) | 10 | 98 | 102 | 100 | 100 | 99 | 0 | -2
COCCNC(=O)c1ccccc1NC(=O)Cc1ccccc1[N+](=O)[O-] | 4 | 107 | 108 | 129 | 107 | 106 | -1 | -4
S=C(NCCCc1ccccc1)Nc1ccccc1 | nt | 68 | 107 | 86 | 99 | 95 | nt | nt
CCN(CC)CCCN(C(=O)c1ccc(Br)cc1)c1nc(-c2ccc(OC)cc2)cs1 | -10 | 276* | 80 | 161* | + | 160* | 31 | 2
Cc1c(CC(=O)NCC(=O)NCC(=O)O)c(=O)oc2cc3oc4c(c3cc12)CCCC4 | 12 | 98 | 98 | 106 | 98 | 92 | 1 | 5
Cc1ccc2nc3c(cc2c1)c(NC(=O)C(C)(C)C)nn3CC(C)C | -3 | 94 | 103 | 90 | 100 | 97 | 6 | -9
Cc1cc(NC(=O)c2ccccc2)no1 | -3 | 96 | 107 | 97 | 102 | 100 | -1 | 0
CN(C)C(CNC(=O)c1ccc(NS(=O)(=O)c2ccc(F)c(F)c2)cc1)c1ccccc1 (stereo not drawn) | -5 | 103 | 96 | 102 | 95 | 92 | -3 | 6
CC1CCCN(c2ccc(/C=C(\C#N)c3nn(-c4ccccc4)c(N)c3C#N)cc2[N+](=O)[O-])C1 (stereo not drawn) | -3 | 85 | 92 | 95 | 92 | 93 | 5 | -12
COc1ccc(NC(=O)c2ccc(NCC3CCCO3)c([N+](=O)[O-])c2)cc1 (stereo not drawn) | 9 | 105 | 104 | 98 | 98 | 102 | -6 | -2
Cc1cc2nc(C)n(CCCNC(=O)Nc3ccccc3)c2cc1C | 3 | 101 | 106 | 104 | 105 | 102 | 1 | 0
COc1ccccc1NC(=O)Cn1cc(C(=O)C2CC2)c2ccccc21 | -2 | 76 | 109 | 93 | 109 | 96 | 7 | 0
COc1ccc(-n2c(COc3ccc(C)cc3)n[nH]c2=S)cc1 | -13 | 90 | 106 | 98 | 100 | 101 | -1 | -9
CNC(=O)NC(=O)COC(=O)CCCSc1nc2ccccc2s1 | 6 | 106 | 99 | 97 | 103 | 87 | 1 | -4

Results in MEP2-GFP yeast, RPL19A-GFP yeast and procasp7 counter (three entries from above):
compound,MEP2-GFP yeast,RPL19A-GFP yeast,procasp7 counter
CC1CCCN(c2ccc(/C=C(\C#N)c3nn(-c4ccccc4)c(N)c3C#N)cc2[N+](=O)[O-])C1 (stereo not drawn),92,92,-3
COc1ccc(NC(=O)c2ccc(NCC3CCCO3)c([N+](=O)[O-])c2)cc1 (stereo not drawn),98,104,9
Cc1cc2nc(C)n(CCCNC(=O)Nc3ccccc3)c2cc1C,105,106,3

New compounds follow.
SMILES | procasp7 counter | LAP4 TOR yeast | RPL19A-GFP yeast | AGP1-GFP MLPCN | MEP2-GFP yeast | CIT2-GFP yeast | AHR act | proCasp3 act
CCN(CC)S(=O)(=O)c1ccc(C(=O)Nc2ccc3c(c2)OCO3)cc1 | -1 | 99 | 100 | 107 | 97 | 104 | 8 | 1
Cc1cc(NS(=O)(=O)c2ccc(NC(=O)Cc3ccc([N+](=O)[O-])cc3)cc2)nc(C)n1 | -1 | 94 | 99 | 100 | 105 | 105 | -1 | -4
CC1(C)Cc2c(sc(NC(=O)c3ccc4c(c3)OCCO4)c2C(N)=O)C(C)(C)N1 | 4 | 95 | 96 | 107 | 117 | 153* | 20 | 1
CC(=O)NC(Cc1c[nH]c2ccccc12)C(=O)NCCc1ccccc1 (stereo not drawn) | 8 | 84 | 98 | 97 | 105 | 102 | 2 | -2
CCCCCc1nnc(NC(=O)Cc2cccs2)s1 | 13 | 105 | 97 | nt | 100 | 95 | 18 | -2
CC(Sc1nncs1)C(=O)Nc1ccc2c(c1)OCO2 (stereo not drawn) | 0 | 88 | 82 | 92 | 103 | nt | 7 | -2
O=C(CSc1cccc[n+]1[O-])Nc1ccc2c(c1)OCCO2 | 10 | 95 | 98 | 98 | 104 | 101 | 1 | 10
O=[N+]([O-])c1ccc(CS(=O)(=O)N2CCN(c3ccccc3)CC2)cc1 | 0 | 100 | 101 | 101 | 106 | 102 | 1 | -8
COc1ccc(Br)cc1/C=N/NC(=O)Cn1nnnc1N | 3 | 336* | 85 | 46 | 122 | 84 | 5 | 0
O=C(NCCc1ccc(Cl)cc1)C1CCN(S(=O)(=O)c2cccc3nonc23)CC1 | -7 | 95 | 99 | 101 | 101 | 94 | 0 | 11
CCC(C)/C(C)=N/NC(=O)CSc1nc2ccccc2[nH]1 (stereo not drawn) | -4 | 95 | 104 | 102 | 104 | 101 | 14 | 6
Cc1[nH]c2ccccc2c1C(c1ccccn1)N1CCC(C)CC1 (stereo not drawn) | 3 | 92 | 93 | 82 | 96 | 101 | 5 | -7
O=C(CSc1nc(-c2ccc(F)cc2)nc2ccc(F)cc12)Nc1cccc(C(=O)O)c1 | 0 | 105 | 95 | 103 | 100 | 99 | 15 | 9
O=c1ccn(-c2ccccc2)[nH]1 | -5 | 89 | 92 | 94 | 84 | 87 | 15 | -7
O=C(CNC(=O)c1ccc(Br)o1)NNC(=O)c1ccc(Br)cc1 | -6 | 90 | 93 | 90 | 97 | 88 | 2 | 10
CC(C)c1ccc(Nc2nc(Cl)nc(NCc3ccco3)n2)cc1 | 2 | 104 | 103 | 108 | 99 | 99 | 17 | 0
Cc1noc(C)c1NC(=O)N(C)C[C@@H]1Oc2c(NC(=O)NC(C)C)cccc2C(=O)N([C@@H](C)CO)C[C@@H]1C | 3 | 85 | 91 | 92 | 89 | 95 | 0 | -4
Cc1ccc(-c2csc(NC(=O)c3c(C)noc3C)n2)cc1C | -4 | 101 | 92 | 90 | 99 | 89 | 0 | 4
CCCc1nc(N2CCN(C)CC2)c2sc(=S)n(-c3ccccc3)c2n1 | -12 | 108 | 101 | 102 | 109 | 97 | 10 | -3
CCN(CC)C(=O)CSc1ncnc2sc(C)c(C)c12 | 6 | 85 | 88 | 86 | 93 | 87 | 24 | 3
CSc1n[nH]c(NCc2ccccc2)n1 | 3 | 101 | 104 | 103 | 108 | 103 | 8 | -9
COc1ccc(Cl)cc1C(=O)NNC(=S)NC(=O)c1cc(-c2ccc(Cl)cc2)nc2ccccc12 | 5 | 97 | 102 | 98 | 96 | 99 | 7 | 4
CC1CN(S(=O)(=O)c2cccc(C(=O)Nc3ccc4c(c3)CCC4)c2)CC(C)O1 (stereo not drawn) | 7 | 95 | 95 | 90 | 88 | 86 | 1 | -1
CSc1ccccc1NC(=O)CN(c1cccc(C)c1)S(C)(=O)=O | 3 | 89 | 93 | 94 | 91 | 104 | -3 | -4
CCCCCCC1CCC(c2nc(-c3ccncc3)no2)CC1 (stereo not drawn) | 0 | 104 | 100 | 111 | 104 | 115 | -2 | -5
Cc1cccc(NC(=O)NNC(=O)c2sccc2-n2cccc2)c1 | 3 | 105 | 94 | 84 | 67 | 90 | 53* | -4
Cc1cc(C)cc(-n2nnnc2SCC(=O)N2CCOCC2)c1 | 5 | 93 | 94 | 97 | 90 | 87 | 14 | 0
N#CCOc1coc(CN2CCN(c3ccccc3)CC2)cc1=O | 1 | 93 | 101 | 95 | 103 | 97 | 0 | -12
CCN(CC(=O)Nc1c(F)cccc1F)C(=O)/C=C/c1c(C)nn(-c2ccc(F)cc2)c1C | 2 | 101 | 97 | 98 | 96 | 98 | -3 | -4
Cc1cc(C)c(CN2CCCC(CNC(=O)c3ccc(F)cc3)C2)c(-n2cccn2)c1 (stereo not drawn) | 7 | 106 | 96 | 107 | 95 | 94 | -3 | 1

Marked active in MEP2-GFP yeast (from the list above):
SMILES,LAP4 TOR yeast,RPL19A-GFP yeast,AGP1-GFP MLPCN,MEP2-GFP yeast,CIT2-GFP yeast,AHR act,proCasp3 act
CCN(CC)CCCN(C(=O)c1ccc(Br)cc1)c1nc(-c2ccc(OC)cc2)cs1,276*,80,161*,+,160*,31,2

Continuation:
SMILES | procasp7 counter | LAP4 TOR yeast | RPL19A-GFP yeast | AGP1-GFP MLPCN | MEP2-GFP yeast | CIT2-GFP yeast | AHR act | proCasp3 act
Cc1ccc(NC(=S)N(CCN2CCCCC2)Cc2ccco2)cc1C | -1 | 100 | 97 | 106 | 96 | 99 | 1 | -1
N#Cc1c(-c2ccc(F)cc2)noc1N | 8 | 96 | 103 | 104 | 99 | 102 | -7 | -6
CCCCCC(=O)NC(NC(=S)NC1CCS(=O)(=O)C1)C(Cl)(Cl)Cl (stereo not drawn) | 7 | 79 | 114 | 83 | 94 | 78 | -1 | 1
Cc1ccc(S(=O)(=O)N2CCN(C(=O)CCc3nc4ccccc4c(=O)[nH]3)CC2)c(C)c1 | 4 | 111 | 99 | 102 | 102 | 95 | 5 | 1
COc1ccc(-c2sc3ccc(N4CCOCC4)cc3c2C#Cc2ccsc2)cc1 | -9 | 98 | 98 | 104 | 106 | 106 | 23 | -11
Cc1ccc(-c2c[n+](CC(=O)c3ccc(Br)cc3)c3n2CCCCC3)cc1 | -7 | 94 | 94 | 101 | 94 | 98 | 3 | 4
O=C(Nc1ccc(N2CCCC2=O)cc1)c1cncc(Br)c1 | 8 | 94 | 99 | 98 | 96 | 100 | -4 | 6
Cc1nn(CC(=O)NC2(C#N)CCCCC2)c(C)c1[N+](=O)[O-] | 6 | 94 | 97 | 98 | 95 | 96 | -1 | 6
O=C(NC1CCCCC1)c1ccccc1NC(=O)C1CC(=O)N(c2ccccc2)C1 (stereo not drawn) | 5 | 96 | 93 | 97 | 95 | 91 | 0 | -12
CCc1ccc(NC(=O)Nc2cc(C(=O)O)ccc2N2CC3CC(C2)c2cccc(=O)n2C3)cc1 (stereo not drawn) | 7 | 111 | 101 | 114 | 102 | 104 | -1 | -3
CCC(C)[C@H](NC(=O)C1CCN(C(=O)[C@H](Cc2ccccc2)NC(=O)OC(C)(C)C)CC1)C(=O)O (stereo partly drawn) | -4 | 95 | 105 | 96 | 118 | 105 | -1 | 0
CC(C(=O)N(C)C)N1c2cccc3cccc(c23)S1(=O)=O (stereo not drawn) | -2 | 100 | 100 | 95 | 109 | 100 | -2 | 3
COc1ccc(OCC(=O)Nc2ccc(NC(=O)c3ccccc3Cl)c(OC)c2)cc1 | 2 | 106 | 91 | 101 | 96 | 93 | -2 | 3
CCC(=O)Nc1cccc(C(=O)c2ccc(C)c(C)c2)c1 | 1 | 101 | 99 | 102 | 100 | 96 | -10 | 2
O=C(COc1cccc(-n2cnnn2)c1)N1CCOCC1 | 10 | 115 | 111 | 106 | 108 | 101 | -2 | 10
CC1CC(=O)N(CC(=O)Nc2ccc(Br)cc2)c2ccccc2S1(=O)=O (stereo not drawn) | -2 | 104 | 103 | 103 | 100 | 100 | 7 | 2
Cc1ccc(C(C[N+](=O)[O-])c2c(C)cc3ccccn23)cc1 (stereo not drawn) | -6 | 97 | 104 | 109 | 101 | 102 | 10 | -4
CCNc1ccc(S(=O)(=O)N(C)C)cc1NCC(=O)Nc1ccccc1Cl | 4 | 90 | 90 | 93 | 99 | nt | 0 | -2
Cc1cs/c(=N\N=C\c2cccc([N+](=O)[O-])c2)n1Cc1ccco1 | 0 | 107 | 102 | 101 | 116 | 104 | 38 | -7
